Diaphorase act: counter-screen for diaphorase-based assays: diaphorase activators and chemical reducers; Diaphorase/resazurin coupled assay, resorufin fluorescence, 16 min; hits give high values; 1 = vehicle wells, 0 = NADH-free wells; activation factor at 20 µM; 0.005% of 190,000 active;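 active = diaphorase activity raised at least twofold by the compound at 20 µM; inactive = activation factor below 2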
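System – purified diaphorase enzyme from Clostridium kluyveri · Input – enzyme 0.07 U/mL final · Also added – final NADH 0.114 mM, resazurin 0.1 mM · Measured by – fluorescence of resorufin, 544 nm excitation, 590 nm emission · Timing – 16 min enzyme reaction, ambient temperature · Measure – resorufin increase flagging diaphorase activators or reducers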
Efa HMGR inh: E. faecalis class II HMG-CoA reductase inhibition; purified E. faecalis HMGR, NADPH absorbance 340 nm kinetic; inhibition, % at 10 µM; 0.41% of 190,000 active; AID 1066;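 active = inhibition above a set limit, the median over all tested compounds plus 3 SD, cut at about 9.5% in these data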;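 also: enzyme runs in reverse so mevalonate oxidation gives rising NADPH absorbance; 0% = complete reaction with DMSO and 100% = background rate lacking mevalonate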
PMI activator: phosphomannose isomerase (human) activation | P34949 | purified human PMI, coupled resazurin fluorescence, 20 min; hits give high values; 1 = vehicle control, 0 substrate-free wells | activation factor at 20 µM | 0.005% of 190,000 active | AID 1214;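 active = activation factor of 2 or more at 20 µM, relative to plate controls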
TNAP act hiacc: activators of human TNAP at high phosphate acceptor concentration | P05186 | purified TNAP, CDP-star luminescence, 1 M DEA, 30 min; hits give high values; 0 = EDTA background, 1 = DMSO-only activity | activation factor at 20 µM | 200,000 tested, under 10 active | AID 1136;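 active = activation factor at least 2 at 20 µM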
Target sequence (P05186 whole entry, looked up): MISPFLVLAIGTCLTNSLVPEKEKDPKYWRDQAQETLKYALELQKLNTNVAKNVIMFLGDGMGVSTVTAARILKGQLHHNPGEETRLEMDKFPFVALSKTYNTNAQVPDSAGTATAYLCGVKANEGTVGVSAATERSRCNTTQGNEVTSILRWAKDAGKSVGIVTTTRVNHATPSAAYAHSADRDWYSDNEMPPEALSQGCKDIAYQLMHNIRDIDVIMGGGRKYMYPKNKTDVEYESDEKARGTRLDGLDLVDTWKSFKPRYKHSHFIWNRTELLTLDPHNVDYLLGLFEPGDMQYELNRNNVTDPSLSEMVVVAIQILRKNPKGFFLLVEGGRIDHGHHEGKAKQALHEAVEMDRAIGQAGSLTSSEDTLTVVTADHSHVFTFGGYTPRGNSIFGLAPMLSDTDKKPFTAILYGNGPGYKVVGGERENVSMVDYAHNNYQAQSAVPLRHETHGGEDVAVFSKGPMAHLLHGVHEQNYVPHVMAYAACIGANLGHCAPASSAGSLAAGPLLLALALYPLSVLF
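Control set: EDTA negative control, DMSO positive control / Assay system: human TNAP / Quantity: TNAP 1/800 final / Evaluation: TNAP activation factor scaled between EDTA and DMSO control wells / Measured by: luminescent substrate turnover signal / Compound dosing: one dose, 20 µM / Times: 30 min enzyme reaction at room temperature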
G6PDH counter: counter-screen for G6PDH assay hits: L. mesenteroides G6PDH inhibition | inhibition, % at 5 µM | AID 1020 | 0.12% of 200,000 active | Purified L. mesenteroides G6PDH, diaphorase/resazurin coupled fluorescence, 45 min; in the data active = inhibition above about 50%
TNAP inh no acc: inhibitors of human TNAP without phosphate acceptor | purified TNAP, CDP-star luminescence, 30 min | AID 1012 | 0.26% of 200,000 active | inhibition, % at 20 µM | P05186;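 active = tissue-nonspecific alkaline phosphatase inhibition above about 50% at 20 µM in the single-dose screen, limit read from the data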;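 also: 0% = DMSO negative control and 100% = EDTA positive control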
Diaphorase inh: diaphorase inhibition or chemical oxidation counter-screen | inhibition, % at 20 µM | 0.69% of 190,000 active | diaphorase resazurin-to-resorufin fluorescence, NADH, 16 min; bacterial (C. kluyveri) enzyme, not human;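 active = primary screen inhibition at 20 µM above a set limit, cut at about 50% in these data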;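 also: plate controls were DMSO with full reaction for no effect and wells lacking NADH for full effect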
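Detection: fluorescence of resorufin formed from resazurin, Ex 544/Em 590 nm; test system: Clostridium kluyveri diaphorase enzyme; amount: 0.14 U/mL diaphorase, enzyme working solution; times: 16-min room-temperature incubation before reading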
TNAP inh hiacc: blocks human TNAP under high phosphate acceptor concentration | P05186 | purified TNAP, CDP-star luminescence, 1 M DEA | inhibition, % at 20 µM | 0.03% of 200,000 active | AID 1135;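 active = over 50% inhibition of tissue-nonspecific alkaline phosphatase at 20 µM in the single-dose screen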;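 also: plate controls were DMSO wells for no effect and EDTA-quenched wells as full inhibition for full effect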
FLuc stim CS: affects firefly luciferase, flagging false hits in luciferase stimulation screens | ATPlite luciferase biochemical, luminescence, 10 min; 0 = ATP-free wells, 1 = DMSO control | 200,000 tested, under 10 active | activation factor at 10 µM | P08659;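 active = luciferase activation factor, scaled between plate controls, of at least 2 with compound at 10 µM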
Target sequence (P08659 whole entry, looked up): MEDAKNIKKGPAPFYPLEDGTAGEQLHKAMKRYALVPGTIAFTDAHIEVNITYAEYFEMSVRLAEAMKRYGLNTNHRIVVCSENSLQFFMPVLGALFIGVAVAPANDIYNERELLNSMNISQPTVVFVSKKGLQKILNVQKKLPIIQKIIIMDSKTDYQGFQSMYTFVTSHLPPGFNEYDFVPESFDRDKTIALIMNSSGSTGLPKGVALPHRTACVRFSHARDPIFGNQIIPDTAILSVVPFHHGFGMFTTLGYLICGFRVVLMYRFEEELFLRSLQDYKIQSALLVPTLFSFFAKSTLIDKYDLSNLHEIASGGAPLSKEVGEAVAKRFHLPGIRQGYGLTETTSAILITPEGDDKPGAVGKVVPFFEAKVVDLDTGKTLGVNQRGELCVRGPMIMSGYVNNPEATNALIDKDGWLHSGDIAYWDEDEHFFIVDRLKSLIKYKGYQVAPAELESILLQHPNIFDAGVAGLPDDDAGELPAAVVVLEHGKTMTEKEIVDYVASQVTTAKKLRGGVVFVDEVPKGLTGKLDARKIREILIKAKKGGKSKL
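assay system = Luciferase/luciferin detection reagent, cell-free biochemical luciferase assay | also added = ATP substrate | times = 10 min post-reagent at room temperature | measured by = luminescence from luciferase reaction | measure = luciferase activation, seen as luminescence increase over controls | benchmarks = low control with PBS replacing ATP, high control enzyme plus ATP without compound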
PMI act satM6P: increases human PMI activity with near-saturating mannose 6-phosphate | coupled PMI enzyme assay, resazurin fluorescence, 20 min; hits give high values; 1 = untreated enzyme, 0 = substrate-free blank | activation factor at 20 µM | 0.34% of 190,000 active;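 active = activation factor of 2 or more at 20 µM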
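Test system: human phosphomannose isomerase with PGI, G6PDH, diaphorase coupling enzymes / Doses: 20 µM compound, 1% DMSO / Times: enzyme reaction with compound 20 min at room temperature / Measured by: Diaphorase-driven resazurin-to-resorufin fluorescence, excitation 544, emission 590 nm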
Active calls of the source: *.

The first 3 compounds, ahead of the listing:
For Cc1ccc(NC(=O)CN2CCCCC2)c2c1CC(C)(C)O2 the results were Diaphorase act 1, Efa HMGR inh -1, PMI activator 0.9, TNAP act hiacc 0.9, G6PDH counter 16, TNAP inh no acc -3, Diaphorase inh -4, TNAP inh hiacc 14, FLuc stim CS 1 and PMI act satM6P 1.
Screening CCOC(=O)/C(C#N)=C/Nc1cc(OC)ccc1OC returned Diaphorase act 0.8, Efa HMGR inh -6, PMI activator 0.9, TNAP act hiacc 1, G6PDH counter 1, TNAP inh no acc -10, Diaphorase inh 17, TNAP inh hiacc -5, FLuc stim CS 1 and PMI act satM6P 0.9.
For CCCNC(=O)c1noc2c1CCc1ccccc1-2 the results were Diaphorase act 1, Efa HMGR inh -5, PMI activator 1, TNAP act hiacc 1, G6PDH counter 10, TNAP inh no acc 3, Diaphorase inh 4, TNAP inh hiacc 1, FLuc stim CS 0.6 and PMI act satM6P 0.9.

Main list, repeating the preview:
For Cc1ccc(NC(=O)CN2CCCCC2)c2c1CC(C)(C)O2 the results were Diaphorase act 1, Efa HMGR inh -1, PMI activator 0.9, TNAP act hiacc 0.9, G6PDH counter 16, TNAP inh no acc -3, Diaphorase inh -4, TNAP inh hiacc 14, FLuc stim CS 1 and PMI act satM6P 1.
Screening CCOC(=O)/C(C#N)=C/Nc1cc(OC)ccc1OC returned Diaphorase act 0.8, Efa HMGR inh -6, PMI activator 0.9, TNAP act hiacc 1, G6PDH counter 1, TNAP inh no acc -10, Diaphorase inh 17, TNAP inh hiacc -5, FLuc stim CS 1 and PMI act satM6P 0.9.
For CCCNC(=O)c1noc2c1CCc1ccccc1-2 the results were Diaphorase act 1, Efa HMGR inh -5, PMI activator 1, TNAP act hiacc 1, G6PDH counter 10, TNAP inh no acc 3, Diaphorase inh 4, TNAP inh hiacc 1, FLuc stim CS 0.6 and PMI act satM6P 0.9.
`COc1cccc(NS(=O)(=O)c2c(C)n(C)c(=O)n(C)c2=O)c1` gave Diaphorase act 1.2, Efa HMGR inh -3, PMI activator 1.1, TNAP act hiacc 1, G6PDH counter 24, TNAP inh no acc 9, Diaphorase inh -19, TNAP inh hiacc -4, FLuc stim CS 1.1 and PMI act satM6P 1.1.
For O=C(c1cc(S(=O)(=O)N2CCOCC2)ccc1F)N1CCCc2ccccc21 the results were Diaphorase act 1, Efa HMGR inh 2, PMI activator 1, TNAP act hiacc 1, G6PDH counter -6, TNAP inh no acc -12, Diaphorase inh 4, TNAP inh hiacc -2, FLuc stim CS 1.1 and PMI act satM6P 1.
For COc1ccc(NC(=S)NCCN2CCC(C)CC2)cc1Cl the results were Diaphorase act 0.8, Efa HMGR inh 1, PMI activator 0.8, TNAP act hiacc 1, G6PDH counter 4, TNAP inh no acc -13, Diaphorase inh 16, TNAP inh hiacc -2, FLuc stim CS 1 and PMI act satM6P 0.9.
C=CCSc1nnc(-c2cc3c(s2)-c2ccccc2CC3)o1 was read as Diaphorase act 0.8, Efa HMGR inh 2, PMI activator 0.9, TNAP act hiacc 1.1, G6PDH counter -30, TNAP inh no acc -2, Diaphorase inh 20, TNAP inh hiacc -5, FLuc stim CS 1 and PMI act satM6P 0.9.
CCOc1cccc(C2C(C(=O)c3ccc(C)o3)=C(O)C(=O)N2c2nccs2)c1 (configuration not stated) was read as Diaphorase act 0.8, Efa HMGR inh 2, PMI activator 1.1, TNAP act hiacc 1, G6PDH counter 6, TNAP inh no acc -3, Diaphorase inh 16, TNAP inh hiacc 5, FLuc stim CS 1 and PMI act satM6P 1.2.
`Cc1ccc(S(=O)(=O)C2(C(=O)N3CCN(c4cc(C)ccc4C)CC3)CC2)cc1` gave Diaphorase act 0.7, Efa HMGR inh -2, PMI activator 0.9, TNAP act hiacc 1.1, G6PDH counter 4, TNAP inh no acc -9, Diaphorase inh 26, TNAP inh hiacc -6, FLuc stim CS 1.1 and PMI act satM6P 0.9.
For CCCCC(C(=O)NCCC(C)C)N(CCCN1CCOCC1)C(=O)c1snc(C(N)=O)c1N (configuration not stated) the results were Diaphorase act 0.9, Efa HMGR inh -2, PMI activator 1, TNAP act hiacc 1, G6PDH counter 5, TNAP inh no acc -9, Diaphorase inh 13, TNAP inh hiacc -2, FLuc stim CS 1.1 and PMI act satM6P 0.9.
`COC(=O)c1[nH]c2ccccc2c1NC(=O)CN1CCN(c2cccc(OC)c2)C(C)C1` (configuration not stated) gave Diaphorase act 0.9, Efa HMGR inh -1, PMI activator 0.9, TNAP act hiacc 1, G6PDH counter 0, TNAP inh no acc -7, Diaphorase inh 13, TNAP inh hiacc -5, FLuc stim CS 1 and PMI act satM6P 1.
For CSCCC(NC(C)=O)C(=O)Oc1ccc2c3c(c(=O)oc2c1)CCCC3 (configuration not stated) the results were Diaphorase act 1, Efa HMGR inh -6, PMI activator 1.1, TNAP act hiacc 1, G6PDH counter -8, TNAP inh no acc -5, Diaphorase inh -2, TNAP inh hiacc 1, FLuc stim CS 0.9 and PMI act satM6P 1.1.
For Cc1ccccc1Cn1nc(C)c(NC(=O)c2nc3n(n2)C(C(F)F)CC(C)N3)c1C (configuration not stated) the results were Diaphorase act 0.8, Efa HMGR inh 2, PMI activator 0.9, TNAP act hiacc 1, G6PDH counter 0, TNAP inh no acc -7, Diaphorase inh 16, TNAP inh hiacc -4, FLuc stim CS 1 and PMI act satM6P 1.
For COc1cc(S(=O)(=O)Nc2ccc(C)cc2)ccc1N=Cc1c(C)[nH]n(-c2ccc(C)cc2)c1=O the results were Diaphorase act 0.9, Efa HMGR inh 5, PMI activator 1, TNAP act hiacc 0.9, G6PDH counter -20, TNAP inh no acc -43, Diaphorase inh 8, TNAP inh hiacc 8, FLuc stim CS 0.9 and PMI act satM6P 1.
For Fc1ccccc1NC(=S)Nc1cccc2cnccc12 the results were Diaphorase act 0.5, Efa HMGR inh 0, PMI activator 0.7, TNAP act hiacc 1, G6PDH counter 30, TNAP inh no acc -5, Diaphorase inh 49, TNAP inh hiacc 2, FLuc stim CS 1.1 and PMI act satM6P 0.9.
`Cc1cc(NC(=O)C2Oc3ccccc3OC2C)no1` (configuration not stated) gave Diaphorase act 0.9, Efa HMGR inh 3, PMI activator 0.9, TNAP act hiacc 1, G6PDH counter -3, TNAP inh no acc -12, Diaphorase inh 13, TNAP inh hiacc -5, FLuc stim CS 1 and PMI act satM6P 0.9.
`CCOc1ccc(NC(N)=O)cc1` gave Diaphorase act 0.9, Efa HMGR inh -3, PMI activator 0.9, TNAP act hiacc 1.1, G6PDH counter 5, TNAP inh no acc -4, Diaphorase inh 9, TNAP inh hiacc -7, FLuc stim CS 1.1 and PMI act satM6P 0.9.
`c1cnc(NC2CCCCCC2)nc1` gave Diaphorase act 0.9, Efa HMGR inh 1, PMI activator 1.1, TNAP act hiacc 1.1, G6PDH counter 9, TNAP inh no acc 3, Diaphorase inh 9, TNAP inh hiacc -6, FLuc stim CS 1.1 and PMI act satM6P 1.2.
For COc1cc(C)c(C(C)C)cc1S(=O)(=O)n1ccnc1 the results were Diaphorase act 1, Efa HMGR inh 0, PMI activator 1.2, TNAP act hiacc 1, G6PDH counter 10, TNAP inh no acc -5, Diaphorase inh -4, TNAP inh hiacc -3, FLuc stim CS 1 and PMI act satM6P 1.2.
For COc1ccc(Cl)cc1NC(=O)N1CCN(C2CCCCC2)CC1 the results were Diaphorase act 0.8, Efa HMGR inh 3, PMI activator 0.9, TNAP act hiacc 1, G6PDH counter -11, TNAP inh no acc -8, Diaphorase inh 18, TNAP inh hiacc -2, FLuc stim CS 1.1 and PMI act satM6P 0.9.
`Cc1cc(C(=O)OCC(=O)N(C)c2ccccc2)ccc1[N+](=O)[O-]` gave Diaphorase act 1, Efa HMGR inh -9, PMI activator 1.1, TNAP act hiacc 1.1, G6PDH counter 1, TNAP inh no acc -9, Diaphorase inh 3, TNAP inh hiacc -6, FLuc stim CS 1.1 and PMI act satM6P 1.
O=C(Nc1ccncc1)Nc1ccc(F)cc1F was read as Diaphorase act 0.9, Efa HMGR inh -6, PMI activator 0.9, TNAP act hiacc 1, G6PDH counter 36, TNAP inh no acc -5, Diaphorase inh 8, TNAP inh hiacc -3, FLuc stim CS 0.9 and PMI act satM6P 1.
`O=C(c1ccccc1Cl)N(Cc1ccc(Br)cc1)N1C(=O)CCCC1=O` gave Diaphorase act 0.9, Efa HMGR inh -8, PMI activator 0.9, TNAP act hiacc 1.1, G6PDH counter 15, TNAP inh no acc -14, Diaphorase inh 14, TNAP inh hiacc -8, FLuc stim CS 1 and PMI act satM6P 0.9.
For O=P(CCN1CCCCC1)(c1ccccc1)c1ccccc1 the results were Diaphorase act 0.8, Efa HMGR inh 1, PMI activator 1.1, TNAP act hiacc 1.1, G6PDH counter 11, TNAP inh no acc -26, Diaphorase inh 17, TNAP inh hiacc -7, FLuc stim CS 1.1 and PMI act satM6P 1.
For Cc1ccc(-n2c(SCC(=O)NCC3CCCO3)nc3n[nH]c(C)c3c2=N)cc1Cl (configuration not stated) the results were Diaphorase act 0.8, Efa HMGR inh -4, PMI activator 0.9, TNAP act hiacc 1.1, G6PDH counter -60, TNAP inh no acc -70, Diaphorase inh 25, TNAP inh hiacc -9, FLuc stim CS 1.1 and PMI act satM6P 0.9.
O=C(N/C(=C/c1ccc(Br)cc1)C(=O)N1CCCC1)c1ccccc1F was read as Diaphorase act 1.1, Efa HMGR inh 4, PMI activator 1.1, TNAP act hiacc 1, G6PDH counter 3, TNAP inh no acc -5, Diaphorase inh -12, TNAP inh hiacc -2, FLuc stim CS 1 and PMI act satM6P 1.1.
For COC(=O)c1cc(OC)c(OC)cc1NC(=S)N1CCN(C/C=C/c2ccccc2)CC1 the results were Diaphorase act 0.8, Efa HMGR inh -3, PMI activator 1, TNAP act hiacc 1, G6PDH counter -7, TNAP inh no acc -5, Diaphorase inh 16, TNAP inh hiacc 0, FLuc stim CS 1.1 and PMI act satM6P 0.8.
Screening COc1ccc(CSc2nnc(NC(C)=O)s2)cc1[N+](=O)[O-] returned Diaphorase act 1, Efa HMGR inh -3, PMI activator 1.1, TNAP act hiacc 1.1, G6PDH counter 18, TNAP inh no acc -6, Diaphorase inh -3, TNAP inh hiacc -7, FLuc stim CS 1.1 and PMI act satM6P 1.1.

Screening results: PubChem, several laboratories
